# CRFR2-BP ag: agonists of human CRF-binding protein/CRF-R2 receptor complex; HEK293 CRF-R2/CRF-BP, calcium dye fluorescence (FLIPR); percent of saturating CRF peptide response; activation, % at 13.2 µM; actives 0.46% (n = 350,000);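 active means activation of at least 50%, plus an integration ratio under a set limit after plate pattern correction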;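 further: plate controls were neutral control wells without compound for no effect and CRF at EC100 for full effect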
# CHRM5 PAM: positive allosteric modulators of human muscarinic M5 receptor; P08912; CHO-K1 hM5, Fluo-8 calcium, ACh EC20 PAM; 0% = ACh EC20, 100% = ACh EC100; activation, % at 3 µM; actives 0.3% (n = 360,000); AID 624038;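 active means activation above the run cutoff, the mean activation of all test compounds plus 3 SD, cut at about 18% in these data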
#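 System – CHO-K1 hM5 cells · Compound – 3 µM, single dose · Incubation – compound preincubation 140 s before EC20 acetylcholine addition · Technique – Fluo-8 calcium fluorescence · Measure – Max/basal fluorescence ratio as % of EC20–EC100 ACh window · Benchmarks – low control EC20 acetylcholine (0%), high control EC100 acetylcholine (100%) · Replication – singlicate, one well per test compound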
# M5 antag: blocks acetylcholine activation of human M5 receptor. CHO-hM5 cells, Fluo-8 calcium fluorescence, ACh EC80. inhibition, % at 3 µM. actives 0.59% (n = 360,000). P08912;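 active means inhibition above a per-plate cutoff, the mean of that plate's test compounds plus 3 SD, cut at about 27% in these data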;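 further: 0% = acetylcholine EC80 with DMSO and 100% = DMSO without agonist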
# TAAR1 agonist: agonists of human TAAR1; AID 624467; activation, % at 3 µM; actives 0.99% (n = 360,000); Q96RJ0; CHO RD-HGA16 TAAR1, Fluo-8 calcium fluorescence; vehicle wells 0%, saturating PEA agonist 100%;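 active means activation above the mean activation of all test compounds in the run plus 3 SD, cut at about 38% in these data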
# Target sequence (Q96RJ0 whole entry, looked up): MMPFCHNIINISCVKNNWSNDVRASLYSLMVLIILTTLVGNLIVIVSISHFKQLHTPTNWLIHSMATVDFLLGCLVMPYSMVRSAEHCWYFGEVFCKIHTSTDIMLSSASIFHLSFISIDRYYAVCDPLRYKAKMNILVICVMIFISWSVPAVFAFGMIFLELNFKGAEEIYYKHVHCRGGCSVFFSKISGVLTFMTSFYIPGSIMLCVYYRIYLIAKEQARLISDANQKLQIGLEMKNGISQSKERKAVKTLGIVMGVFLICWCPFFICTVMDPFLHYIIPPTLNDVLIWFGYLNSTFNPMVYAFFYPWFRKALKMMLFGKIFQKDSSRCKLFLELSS
#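 Benchmarks: low control DMSO, high control PEA (EC100); System: CHO RD-HGA16 cells carrying human TAAR1 plus Gα16; Detection: Fluo-8 fluorescence, 5 s baseline then 140 s kinetic read; Schedule: 17-24 h plating, Fluo-8 75 min 37 °C, 30 min RT; Read-out basis: % activation from peak over basal fluorescence ratio, DMSO-to-PEA scaled.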
# CRFR2-BP antag: antagonists of CRF-binding protein/CRF-R2 receptor complex; actives 0.59% (n = 350,000); inhibition, % at 11.8 µM; HEK293 CRF-R2/CRF-BP, CRF-induced calcium fluorescence;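 active means inhibition of the ligand-induced calcium signal above about 50% at the single tested concentration, limit read from the data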
# M1 PAM parental: nonselective activator or artifact in parental CHO-K1 calcium assay; activation, % at 3 µM; actives 0.02% (n = 360,000); ATP EC20, Fluo-8 calcium fluorescence; 0% at ATP EC20, 100% at ATP max;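 active means activation above the run cutoff, the mean activation of all test compounds plus 3 SD, cut at about 40% in these data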;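 further: peak over basal fluorescence ratio in a 140 s read after ATP addition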
# TAAR1 antagonist: antagonists of human TAAR1. CHO RD-HGA16 TAAR1, Fluo-8 calcium fluorescence, antagonist. inhibition, % at 3 µM. Q96RJ0. actives 1.5% (n = 360,000);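 active means inhibition above a per-plate cutoff, the mean inhibition of test compounds on that plate plus 3 SD, cut at about 49% in these data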;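 further: 0% = DMSO plus EC80 beta-PEA response and 100% = DMSO alone without agonist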
#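 Test system – hTAAR1-expressing CHO RD-HGA16 cells, Gα16-coupled · Also added – β-PEA at EC80 concentration, post-compound challenge · Compound – 3 µM, single point · Incubation – dye loading 75 min at 37 °C, then 30 min room temperature · Measured by – Fluo-8 intracellular calcium dye fluorescence, real-time kinetic reads · Benchmarks – vehicle and agonist controls · Replicates – singlicate, one well per test compound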
# CHRM5 agonist: CHRM5 agonism in calcium assay; CHO-K1 hM5 cells, Fluo-8 calcium fluorescence; 0% DMSO wells, 100% maximal acetylcholine response; activation, % at 3 µM; actives 0.19% (n = 360,000); AID 624037;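 active means activation above the run's mean over test compounds plus 3 SD, cut at about 23% in these data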;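 further: signal is peak over basal fluorescence ratio across the kinetic read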
# CHRM4 PAM: CHRM4 positive allosteric modulation; CHO-K1 hM4/Gqi5, Fluo-8 calcium fluorescence, ACh EC20; 0% = ACh EC20, 100% = maximal ACh; activation, % at 3 µM; actives 0.4% (n = 360,000); P08173;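 active means activation above its plate's cutoff, the mean activation of sample wells plus 3 SD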; further: some results filed as inactive read as strong as hits
# Target sequence (P08173 whole entry, looked up): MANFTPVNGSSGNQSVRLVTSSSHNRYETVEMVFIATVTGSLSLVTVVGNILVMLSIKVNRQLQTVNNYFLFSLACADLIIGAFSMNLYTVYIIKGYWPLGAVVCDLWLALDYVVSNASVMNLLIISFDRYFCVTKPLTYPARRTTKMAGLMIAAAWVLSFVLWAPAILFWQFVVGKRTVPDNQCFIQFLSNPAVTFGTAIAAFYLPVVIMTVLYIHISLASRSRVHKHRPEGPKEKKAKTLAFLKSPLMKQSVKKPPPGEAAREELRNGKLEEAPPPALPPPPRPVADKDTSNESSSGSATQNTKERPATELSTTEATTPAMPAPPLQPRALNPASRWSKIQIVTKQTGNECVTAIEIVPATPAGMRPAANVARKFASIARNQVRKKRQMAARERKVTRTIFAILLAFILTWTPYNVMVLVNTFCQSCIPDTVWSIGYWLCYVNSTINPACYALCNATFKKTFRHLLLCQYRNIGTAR
# * marks the source's active call; other numbers are inactive results; . = no result given.
SMILES,CRFR2-BP ag,CHRM5 PAM,M5 antag,TAAR1 agonist,CRFR2-BP antag,M1 PAM parental,TAAR1 antagonist,CHRM5 agonist,CHRM4 PAM
CCn1c(CNC(=O)c2cccc(C)c2)nnc1SCC(=O)N1CCOCC1,-0.9,0.7,4.5,3.7,8.7,-4.2,-17.3,-1.7,0.5
CC(C)(C)OC(=O)NC1CCN(S(=O)(=O)c2ccc3c(c2)OCCO3)CC1,-1.8,-7.3,1.2,2.9,1.1,17.4,-7.1,6.1,-1.9
C=C1CCN([C@@H](CC(C)C)C(=O)N2CCOCC2)S(=O)(=O)c2ccccc21,-1.7,-8.3,10.5,4.3,1.0,6.8,9.5,1.5,7.4
O=C1CCCN1c1ccc(S(=O)(=O)Oc2ccc(Cl)cc2)cc1[N+](=O)[O-],-0.4,-12.8,12.2,3.4,-1.8,-3.7,15.1,6.6,-12.0
Cc1csc2nc(O)c(C(=O)NCc3ccc4c(c3)OCO4)c(=O)n12,-1.9,-1.2,-1.0,6.3,5.6,14.2,-33.1,2.8,5.0
COc1ccc(C(=O)NNC(=S)NC(=O)c2ccco2)cc1,32.5,1.9,-3.8,58.8*,6.5,7.5,12.8,8.9,0.8
COc1cccc(C(=O)Nc2ccc(N3CCN(Cc4ccccc4)CC3)cc2)c1,0.0,4.5,-10.2,5.6,4.2,6.5,15.2,-3.7,-6.7
CCc1nc(N[C@@H](Cc2c[nH]c3ccccc23)C(=O)O)c2oc3ccccc3c2n1,-0.3,6.0,-7.6,13.7,13.4,10.4,2.1,-2.2,-4.5
CCN(CC(=O)Nc1c(F)cccc1F)C(=O)CSCC(=O)Nc1cc(C)on1,-1.6,-2.4,-0.2,8.6,0.0,11.4,-27.5,-3.5,4.8
COc1ccc(OC)c(S(=O)(=O)Nc2cccc(-c3ccc(N4CCCCCC4)nn3)c2)c1,2.1,-1.7,17.8,0.1,-5.2,12.2,-18.6,-4.7,8.6
COc1ccccc1CNC(=O)c1ccc(CS(=O)(=O)c2ccccc2OC)o1,-3.2,-7.4,-0.9,9.4,20.7,18.3,0.4,-2.6,-0.4
c1ccc(Cn2c(SCc3cn4cccnc4n3)nnc2-c2ccco2)cc1,0.1,-4.0,4.7,1.8,-5.4,5.7,13.1,-3.3,0.9
COc1ccc(CCNC(=O)c2c(O)c3c([nH]c2=O)CCCC3)cc1,2.0,-0.3,0.1,5.8,-16.1,16.3,-8.5,-2.7,-1.7
CSc1nc2ccc(S(=O)(=O)N3CCc4ccccc43)cc2s1,-0.4,-1.4,-0.5,.,-2.8,23.0,.,-0.7,7.3
CC(C)CCNC(=O)NC(=O)CSc1nnc2ccccn12,0.3,-9.1,8.4,1.8,7.3,11.4,-8.0,1.2,0.1
C(=C\c1ccccc1)/CSc1nnc(-c2cccnc2)n1Cc1ccco1,-1.2,1.4,-0.8,-1.5,26.5,-6.1,-2.9,-2.1,-1.8
O=C(COc1ccc(Cl)cc1)OCC(=O)N1CCCc2ccccc21,-1.1,4.7,-4.8,-0.4,13.8,4.5,-21.0,-4.3,10.8
CCc1ccc(CN(C)C(=O)C2CCC(=O)N(Cc3ccccn3)C2)cc1 (stereo not drawn),-0.4,3.8,-20.4,-0.3,9.1,13.0,1.4,-2.5,6.5
CCOC(=O)C1=C(COC(=O)CSc2ccc(C)cc2C)NC(=O)NC1C (stereo not drawn),-0.8,-5.6,3.5,6.2,-8.4,1.4,-1.7,-0.8,-6.6
N#Cc1nc(-c2ccc(F)cc2)oc1N1CCCC1,0.5,-2.3,-6.3,-2.3,-6.6,-2.3,4.3,0.8,5.1
CCOc1cc(C(=O)NCCCNC(=O)c2cc(OCC)c(OCC)c(OCC)c2)cc(OCC)c1OCC,-0.8,-6.8,0.9,-1.3,0.6,5.1,-18.0,0.3,-15.0
O=C1c2ccccc2C(=O)N1CCc1c[nH]c2ccc(O)cc12,0.0,-8.2,-16.2,9.4,17.1,9.7,9.9,4.4,-3.0
COc1ccc2c(CC(=O)NNC(=O)c3ccc(O)cc3)coc2c1,-0.2,-6.0,17.4,2.3,-4.8,13.4,-7.3,3.5,1.0
Cc1ccccc1Nc1nc(-c2sc(NC(=O)c3ccco3)nc2C)cs1,1.6,2.1,8.4,15.6,-5.6,6.3,-9.2,7.2,0.4
COc1cccc(NC(=O)C2C3C=CC4(O3)C2C(=O)N(CCCN2CCCC(C)C2)C4C(=O)NC2CCCCC2C)c1 (stereo not drawn),-1.2,3.7,-1.5,-0.9,-8.8,10.3,-17.5,-4.1,-0.8
CN1CCN(S(=O)(=O)c2cccc(C(=O)Nc3sccc3C#N)c2)CC1,16.9,-8.1,15.1,3.4,-6.3,-10.4,7.6,8.1,-4.6
COc1ccc(N(C)C(=O)c2oc(=O)c3ccccc3c2-c2ccc(C)cc2)c(OC)c1,-2.6,2.9,3.9,-3.5,32.5,-5.3,17.1,-1.0,-7.3
Cc1cc(C)nc(NC(=S)Nc2ccccc2)n1,0.2,-3.5,4.3,-0.8,3.5,7.1,-3.8,1.7,12.5
COc1cccc(NC(=O)CN(C)C(=O)c2ccc(S(=O)(=O)Nc3ccccc3F)cc2)c1,1.1,0.5,-4.8,0.6,-0.4,1.5,4.8,-1.6,-0.2
O=C1Cc2ccccc2C(=O)N1c1cccc(Cl)c1,-0.9,3.0,-4.7,13.8,2.0,-1.1,-17.3,-0.9,-1.9
Cc1ccc(-c2nc(CS(=O)CC(=O)N3CCN(c4ncccn4)CC3)c(C)o2)cc1 (stereo not drawn),-2.3,-6.4,3.0,1.5,-3.2,2.4,-27.9,-1.8,-0.1
Nc1ncnc2c1ncn2[C@@H]1O[C@H](CCC(=O)NCc2ccccc2)[C@@H](O)[C@H]1O,.,-3.7,9.0,0.3,.,6.7,-4.2,-0.5,4.6
O=C(Nc1ccccc1C(=O)NC(Cc1c[nH]c2ccccc12)C(=O)O)c1ccco1 (stereo not drawn),0.7,2.4,-1.8,6.4,-7.1,9.2,9.1,-1.7,2.1
Cc1ccc(Nc2nnc(SC(C)C(=O)Nc3c(C)n(C)n(-c4ccccc4)c3=O)s2)cc1 (stereo not drawn),-4.3,-2.6,-6.0,13.8,38.9,7.3,2.8,-2.9,1.7
COC(=O)[C@]12CCCCC=C1N(Cc1ccccc1)C(=O)[C@H](CC(=O)N1CCCC1)C2,.,-8.0,9.8,12.8,.,-7.5,55.7*,5.6,-6.3
Cc1ccc(CNC(=O)[C@@H]2CCC(=O)N2Cc2ccco2)cc1,0.5,8.1,-4.0,5.8,4.1,19.4,-2.5,0.7,7.6
O=C(CCc1nc2ccccc2[nH]c1=O)OCC(=O)N1CCc2ccccc21,-0.4,0.9,8.0,4.3,6.2,-6.4,6.4,-1.8,3.3
Cc1ccc2[nH]c3c(N4CCOCC4)ncnc3c2c1,-0.1,-18.7,6.0,6.2,25.3,4.2,14.3,0.7,-7.8
CCC(=O)N1CCc2cc(S(=O)(=O)NCCC(=O)NCc3ccccc3Cl)ccc21,0.8,-2.6,1.6,5.2,0.8,15.7,-21.3,-0.7,-2.7
CCc1ccc(Nc2cc(C)nc3nc(C)nn23)cc1,-1.7,3.2,2.7,-0.1,0.9,23.3,-47.8,-4.5,12.2

# Random excerpt: 4 records from the list, in no set order.
SMILES,CRFR2-BP ag,CHRM5 PAM,M5 antag,TAAR1 agonist,CRFR2-BP antag,M1 PAM parental,TAAR1 antagonist,CHRM5 agonist,CHRM4 PAM
Cc1cc(C)nc(NC(=S)Nc2ccccc2)n1,0.2,-3.5,4.3,-0.8,3.5,7.1,-3.8,1.7,12.5
Cc1ccccc1Nc1nc(-c2sc(NC(=O)c3ccco3)nc2C)cs1,1.6,2.1,8.4,15.6,-5.6,6.3,-9.2,7.2,0.4
Cc1ccc2[nH]c3c(N4CCOCC4)ncnc3c2c1,-0.1,-18.7,6.0,6.2,25.3,4.2,14.3,0.7,-7.8
Cc1ccc(Nc2nnc(SC(C)C(=O)Nc3c(C)n(C)n(-c4ccccc4)c3=O)s2)cc1 (stereo not drawn),-4.3,-2.6,-6.0,13.8,38.9,7.3,2.8,-2.9,1.7

# Remaining list, next part
SMILES,CRFR2-BP ag,CHRM5 PAM,M5 antag,TAAR1 agonist,CRFR2-BP antag,M1 PAM parental,TAAR1 antagonist,CHRM5 agonist,CHRM4 PAM
COc1ccc(CCNC(=O)CC(NS(=O)(=O)c2ccc(NC(C)=O)cc2)C(C)C)cc1OC (stereo not drawn),-0.7,-7.6,7.1,-0.8,8.6,-0.3,-4.9,1.1,-2.7
O=C(C1CCC1)N1CCC(c2nc3c(nnn3Cc3c(F)cccc3Cl)c(=O)[nH]2)CC1,-2.9,5.5,8.4,2.3,12.1,5.4,10.7,-12.1,-2.6
CCCc1ccc2oc(C(=O)NCCc3nc(C(=O)OCC)cs3)c(C)c2c1,-0.5,-6.2,0.6,2.1,16.7,-1.4,-3.1,-8.1,-9.2
COc1ccc(-c2cc(C(N)=O)nc(N3CCCCCC3)n2)cc1,0.2,11.7,-13.9,8.8,-21.6,28.8,-13.9,-4.3,27.8*
C=CCNC(=O)CSc1nnc(-c2ccccc2Br)n1-c1cccc(C(F)(F)F)c1,-1.9,2.7,-1.4,1.8,3.0,11.5,-21.4,-2.0,4.1
CC1=C(C(=O)Nc2cccnc2)C(c2ccccn2)n2nnnc2N1 (stereo not drawn),2.9,-2.0,-1.2,4.5,-0.3,-4.2,-1.9,-2.3,2.7
O=C(NCCc1c[nH]c2ccccc12)c1cccc(S(=O)(=O)Nc2ccccc2Cl)c1,-0.3,-6.6,-4.0,6.6,0.6,-3.6,12.6,-0.3,-8.7
CC(C)CN1C(=O)C(=O)N(CC(=O)c2ccc3c(c2)OCO3)C1=O,-0.8,-1.7,5.9,1.1,3.1,-24.9,-9.8,1.9,2.8
Cc1cc(C(=O)NC(=S)Nc2ccccc2N2CCOCC2)ccc1[N+](=O)[O-],-3.5,-0.2,0.0,8.5,-61.6,7.0,-30.1,-1.5,6.0
CC1CCN(C(=O)c2cc(-c3ccc(Cl)c(Cl)c3)on2)CC1,10.8,-3.8,-3.6,8.4,-61.4,-13.1,22.2,-1.4,-3.8
COc1ccc(S(=O)(=O)N2CCc3ccccc32)cc1C(=O)NC1(C)CCS(=O)(=O)C1 (stereo not drawn),-0.8,10.6,-5.2,3.1,0.2,-9.9,-14.4,-3.4,10.2
Cc1ccc2cc3c(NC(=O)c4cccnc4)nn(C)c3nc2c1,-4.6,-7.5,-1.6,6.7,-22.2,15.5,14.5,-1.6,1.3
OC1(c2ccc(Br)cc2)CCN(Cc2cccc(Br)c2)CC1,-0.4,-33.9,14.5,1.8,-4.8,11.8,6.8,-23.3,-14.6
Cc1cccc(N/N=C(\C#N)S(=O)(=O)C(C)(C)C)c1,4.4,-7.1,-3.4,9.8,2.1,22.6,6.2,0.0,5.3
COc1ccc(CCNC(=O)c2cccc3c2C(=O)N(C2CCCCC2)C3)cc1OC,-1.9,-10.5,13.8,2.7,74.2*,5.3,43.1,-2.2,-4.3
